Source: PubChem BioAssay
NSD2 block = inhibitors of human NSD2, primary screen, biochemical, plate reader, single point | Histone-lysine N-methyltransferase NSD2 (Homo sapiens), O96028 | NSD2-SET H3K36me1 DELFIA fluorescence | inhibition, % at 12.5 µM | actives 0.07% (n = 44,000) | AID 624260, 2012; in the data active = inhibition above about 54%, passing the limit was not always enough; inconclusive = no clear call, values can overlap the other calls;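 also: inhibitors reduce the monomethyl H3K36 fluorescence signal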
Target sequence (O96028 whole entry, looked up): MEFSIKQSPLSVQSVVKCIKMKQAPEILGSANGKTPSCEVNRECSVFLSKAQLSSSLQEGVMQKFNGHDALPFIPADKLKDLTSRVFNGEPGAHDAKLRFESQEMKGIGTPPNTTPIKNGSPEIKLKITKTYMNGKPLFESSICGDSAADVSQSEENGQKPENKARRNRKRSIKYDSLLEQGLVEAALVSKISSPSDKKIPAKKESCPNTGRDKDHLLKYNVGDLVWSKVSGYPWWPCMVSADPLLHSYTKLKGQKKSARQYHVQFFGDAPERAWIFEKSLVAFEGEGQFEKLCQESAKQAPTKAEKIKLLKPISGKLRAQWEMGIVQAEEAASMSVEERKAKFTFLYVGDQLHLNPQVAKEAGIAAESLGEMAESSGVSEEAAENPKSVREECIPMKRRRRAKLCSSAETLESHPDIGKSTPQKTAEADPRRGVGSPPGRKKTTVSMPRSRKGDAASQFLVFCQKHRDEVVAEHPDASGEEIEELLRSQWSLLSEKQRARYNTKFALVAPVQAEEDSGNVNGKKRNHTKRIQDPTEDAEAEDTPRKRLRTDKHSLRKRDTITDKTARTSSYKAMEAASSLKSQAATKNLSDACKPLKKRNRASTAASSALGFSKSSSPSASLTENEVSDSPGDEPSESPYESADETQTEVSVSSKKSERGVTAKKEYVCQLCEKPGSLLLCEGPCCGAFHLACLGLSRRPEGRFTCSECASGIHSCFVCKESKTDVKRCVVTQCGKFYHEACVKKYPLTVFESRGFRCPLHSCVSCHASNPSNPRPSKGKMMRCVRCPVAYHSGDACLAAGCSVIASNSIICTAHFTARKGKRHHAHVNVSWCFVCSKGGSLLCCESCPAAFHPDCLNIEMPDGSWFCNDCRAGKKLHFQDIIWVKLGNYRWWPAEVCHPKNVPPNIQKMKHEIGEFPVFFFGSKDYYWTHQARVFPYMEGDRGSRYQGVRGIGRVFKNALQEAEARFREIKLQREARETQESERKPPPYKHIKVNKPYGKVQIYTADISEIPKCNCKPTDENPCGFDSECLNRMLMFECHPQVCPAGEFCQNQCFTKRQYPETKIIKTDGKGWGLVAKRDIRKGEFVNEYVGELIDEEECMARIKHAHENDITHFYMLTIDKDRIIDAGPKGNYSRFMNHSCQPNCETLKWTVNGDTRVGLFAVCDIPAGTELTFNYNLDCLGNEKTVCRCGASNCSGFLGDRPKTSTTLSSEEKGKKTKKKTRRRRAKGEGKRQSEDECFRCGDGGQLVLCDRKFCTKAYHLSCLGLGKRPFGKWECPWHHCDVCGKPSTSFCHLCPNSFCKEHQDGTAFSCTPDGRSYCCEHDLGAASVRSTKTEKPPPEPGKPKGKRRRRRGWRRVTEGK
Active calls of the source: *; ? = inconclusive.

C[C@H]1CN([C@@H](C)CO)C(=O)c2cccc(NS(=O)(=O)c3ccccc3)c2O[C@H]1CN(C)S(C)(=O)=O
  NSD2 block: 4
Cc1ccc(NC2=CC(=O)c3sc(C)nc3C2=O)cc1
  NSD2 block: 74*
CCC(=O)N(C)C[C@H]1Oc2cc(-c3ccc(F)cc3)ccc2S(=O)(=O)N([C@H](C)CO)C[C@@H]1C
  NSD2 block: 5
CC(C)NC(=O)N(C)C[C@@H]1Oc2c(NC(=O)c3nc4ccccc4s3)cccc2C(=O)N([C@@H](C)CO)C[C@H]1C
  NSD2 block: -2
CCC(=O)N(C)C[C@@H]1Oc2ncc(-c3cccc(OC)c3)cc2C(=O)N([C@@H](C)CO)C[C@H]1C
  NSD2 block: 1
COc1ccc(CN(C)C[C@@H]2OCCCC[C@H](C)Oc3ccc(NS(=O)(=O)c4ccc(C)cc4)cc3C(=O)N([C@@H](C)CO)C[C@H]2C)cc1
  NSD2 block: 0
COC(=O)C[C@@H]1C[C@H]2c3cc(NS(=O)(=O)c4ccc(OC)cc4)ccc3O[C@H]2[C@H](CO)O1
  NSD2 block: 10
CC(C)NC(=O)N(C)C[C@@H]1Oc2c(NC(=O)C3CCOCC3)cccc2C(=O)N([C@@H](C)CO)C[C@@H]1C
  NSD2 block: -5
C[C@@H]1CN([C@H](C)CO)C(=O)c2cccc(NC(=O)Nc3ccc(F)cc3)c2O[C@@H]1CN(C)S(=O)(=O)c1cccs1
  NSD2 block: -4
C[C@@H]1CN([C@H](C)CO)C(=O)c2cccc(NC(=O)Nc3ccc(F)cc3)c2O[C@@H]1CN(C)Cc1ccccc1
  NSD2 block: 1
O=C(C[C@@H]1C[C@H]2c3cc(NC(=O)C4CCOCC4)ccc3O[C@H]2[C@H](CO)O1)NCc1ccc2c(c1)OCO2
  NSD2 block: -4
Cc1noc(C)c1S(=O)(=O)N(C)C[C@@H]1Oc2ccc(NC(=O)CCCCCC(=O)Nc3ccccc3N)cc2CC(=O)N([C@H](C)CO)C[C@@H]1C
  NSD2 block: -1
CC(C)C#Cc1cnc2c(c1)C(=O)N([C@@H](C)CO)C[C@@H](C)[C@H](CN(C)C(=O)c1ccccn1)O2
  NSD2 block: -7
COc1ccc(C#Cc2cnc3c(c2)C(=O)N([C@H](C)CO)C[C@H](C)[C@H](CN(C)CC2CCOCC2)O3)cc1
  NSD2 block: -3
Cc1noc(C)c1NC(=O)Nc1ccc2c(c1)CC(=O)N([C@H](C)CO)C[C@@H](C)[C@H](CN(C)C(=O)Nc1ccccc1)O2
  NSD2 block: -2
Cc1ccc(CSc2nc(C)c(Oc3cccc(C(F)(F)F)c3)c(=O)n2C)cc1
  NSD2 block: -1
C/C=C/c1cnc2c(c1)C(=O)N([C@@H](C)CO)C[C@@H](C)[C@@H](CN(C)Cc1ccncc1)O2
  NSD2 block: -6
COc1cc(OC)cc(-c2nnc(SCC(=O)N3c4ccccc4Sc4ccccc43)o2)c1
  NSD2 block: 1
C[C@@H]1CCCCO[C@H](CN(C)Cc2ccc(C(F)(F)F)cc2)[C@H](C)CN([C@H](C)CO)C(=O)c2cc(NC(=O)Cc3ccccc3)ccc2O1
  NSD2 block: -1
CNC[C@H]1Oc2ncc(-c3cccc(F)c3)cc2C(=O)N([C@@H](C)CO)C[C@H]1C
  NSD2 block: -2
C[C@H]1CN([C@@H](C)CO)C(=O)Cc2cc(NC(=O)CCCCCC(=O)Nc3ccccc3N)ccc2O[C@H]1CN(C)C(=O)Nc1ccc(C(F)(F)F)cc1
  NSD2 block: -5
C[C@@H]1CCCCO[C@H](CN(C)C(=O)NC2CCCCC2)[C@H](C)CN([C@H](C)CO)C(=O)c2cc(NC(=O)C3CCCCC3)ccc2O1
  NSD2 block: -7
C[C@@H]1CCCCO[C@H](CN(C)C(=O)CCC(F)(F)F)[C@H](C)CN([C@@H](C)CO)C(=O)c2cc(NC(=O)c3ccccc3)ccc2O1
  NSD2 block: -1
Cc1noc(C)c1S(=O)(=O)N(C)C[C@H]1Oc2ccc(NC(=O)CCCCCC(=O)Nc3ccccc3N)cc2CC(=O)N([C@@H](C)CO)C[C@H]1C
  NSD2 block: -2
C[C@@H]1CCCCO[C@H](CN(C)C(=O)c2ccncc2)[C@H](C)CN([C@H](C)CO)C(=O)c2cc(NS(=O)(=O)c3ccc(F)cc3)ccc2O1
  NSD2 block: 8

COC(=O)C(C(CO)Cc1ccc(O)c(OC)c1)C(O)c1ccc(O)c(OC)c1 (configuration not stated)
  NSD2 block: 0
O=C(C[C@H]1C=C[C@@H](NS(=O)(=O)c2cccc(F)c2)[C@@H](CO)O1)N1CCCCC1
  NSD2 block: -1
C[C@H]1CN([C@@H](C)CO)C(=O)c2cc(NS(=O)(=O)c3cccs3)ccc2O[C@H]1CN(C)C(=O)Nc1cccc2ccccc12
  NSD2 block: 12
Cc1noc(C)c1NC(=O)Nc1ccc2c(c1)C(=O)N([C@H](C)CO)C[C@H](C)[C@@H](CN(C)Cc1ccncc1)O2
  NSD2 block: -4
CC(C)NC(=O)N(C)C[C@H]1Oc2ccc(NC(=O)Cn3cnnn3)cc2C(=O)N([C@H](C)CO)C[C@@H]1C
  NSD2 block: -1
C[C@@H]1CN([C@H](C)CO)C(=O)c2cccc(NC(=O)c3ccncc3)c2O[C@@H]1CN(C)C(=O)Nc1ccc2c(c1)OCO2
  NSD2 block: 2
COc1ccc(NC(=O)Nc2ccc3c(c2)CC(=O)N([C@@H](C)CO)C[C@H](C)[C@@H](CN(C)Cc2ccc(-c4ccccc4)cc2)O3)cc1
  NSD2 block: 0
C[C@@H]1CN([C@H](C)CO)C(=O)Cc2cc(NC(=O)CCC(F)(F)F)ccc2O[C@@H]1CN(C)C(=O)Nc1ccccc1
  NSD2 block: 1
O=C(C[C@H]1C=C[C@@H](NC(=O)CN2CCOCC2)[C@H](CO)O1)NC1CCCCC1
  NSD2 block: 4
COC(=O)/C=C/c1cc(O)ccc1O
  NSD2 block: -6
C[C@@H]1CN([C@@H](C)CO)C(=O)c2ccccc2-c2ccccc2CO[C@@H]1CN(C)S(=O)(=O)c1ccc(F)cc1
  NSD2 block: -4
C[C@@H]1CN([C@H](C)CO)C(=O)c2cc(NC(=O)Nc3ccc4c(c3)OCO4)ccc2O[C@H]1CN(C)S(=O)(=O)c1ccc(F)cc1
  NSD2 block: -2
C[C@@H]1CN([C@H](C)CO)C(=O)c2cc(NC(=O)c3ccccc3)ccc2O[C@@H](C)CCCCO[C@H]1CN(C)C(=O)c1ccccc1
  NSD2 block: 4
Cc1ccc(-c2noc(CCC(=O)NCCCN3CCN(c4ccc(F)cc4)CC3)n2)cc1
  NSD2 block: 1
C[C@@H]1CN([C@@H](C)CO)C(=O)c2cccc(NC(=O)C3CCOCC3)c2O[C@H]1CN(C)C(=O)Nc1ccccc1
  NSD2 block: -6
C[C@@H]1CN([C@H](C)CO)S(=O)(=O)c2ccc(C#Cc3ccncc3)cc2O[C@H]1CN(C)S(=O)(=O)c1ccc(F)cc1
  NSD2 block: 0
Cc1ccc(S(=O)(=O)Nc2ccc3c(c2)CC(=O)N([C@@H](C)CO)C[C@H](C)[C@H](CN(C)Cc2ccc(C(=O)Nc4ccccc4N)cc2)O3)cc1
  NSD2 block: -4
CC(C)NC(=O)Nc1ccc2c(c1)C(=O)N([C@@H](C)CO)C[C@@H](C)[C@@H](CN(C)S(=O)(=O)c1cn(C)cn1)O2
  NSD2 block: 8
C[C@H]1CCCCO[C@H](CN(C)S(=O)(=O)c2ccccc2)[C@@H](C)CN([C@@H](C)CO)C(=O)c2cc(NS(=O)(=O)c3cccs3)ccc2O1
  NSD2 block: -1
Cc1noc(C)c1NC(=O)Nc1ccc2c(c1)C(=O)N([C@H](C)CO)C[C@@H](C)[C@@H](CN(C)C(=O)Nc1ccccc1)OCCCC[C@@H](C)O2
  NSD2 block: 2
C[C@H]1CN([C@@H](C)CO)C(=O)c2cccc(NC(=O)Nc3ccc(C(F)(F)F)cc3)c2O[C@H]1CN(C)S(=O)(=O)c1ccccc1
  NSD2 block: -5
C[C@@H]1CN([C@@H](C)CO)C(=O)c2cc(NS(C)(=O)=O)ccc2O[C@H]1CN(C)C(=O)Nc1ccc2c(c1)OCO2
  NSD2 block: 1
C[C@@H]1CN([C@H](C)CO)C(=O)c2cccc(NC(=O)c3ccc(-c4nccs4)cc3)c2O[C@@H]1CN(C)C(=O)Nc1ccc(F)cc1
  NSD2 block: -4
CN(C)CC(=O)Nc1ccc2c(c1)[C@H]1C[C@H](CC(=O)N3CCOCC3)O[C@H](CO)[C@H]1O2
  NSD2 block: -11
COc1ccc(S(=O)(=O)Nc2ccc3c(c2)CC(=O)N([C@@H](C)CO)C[C@H](C)[C@H](CN(C)Cc2ccc(C(=O)O)cc2)O3)cc1
  NSD2 block: 2

Cc1noc(C)c1S(=O)(=O)Nc1ccc2c(c1)C(=O)N([C@@H](C)CO)C[C@H](C)[C@H](CN(C)C(=O)Nc1ccc3c(c1)OCO3)O2
  NSD2 block: ?
C[C@H]1CN([C@@H](C)CO)C(=O)c2cc(NS(=O)(=O)c3cccs3)ccc2O[C@@H]1CN(C)C(=O)Nc1ccc(F)cc1
  NSD2 block: 2
C[C@@H]1CN([C@H](C)CO)C(=O)c2cc(NC(=O)Cc3cn(C)c4ccccc34)ccc2O[C@H]1CN(C)CC1CCCCC1
  NSD2 block: -9
C[C@H](CO)N1C[C@H](C)[C@@H](CN(C)Cc2ccccn2)Oc2ncc(C#CC(C)(C)O)cc2C1=O
  NSD2 block: -29
C[C@@H]1CCCCO[C@H](CN(C)S(=O)(=O)c2cccs2)[C@@H](C)CN([C@@H](C)CO)C(=O)c2cc(NC(=O)c3ccccc3)ccc2O1
  NSD2 block: 0
COCC(=O)Nc1ccc2c(c1)[C@@H]1C[C@H](CC(=O)N3CCN(C)CC3)O[C@H](CO)[C@@H]1O2
  NSD2 block: -2
C[C@@H]1CN([C@H](C)CO)C(=O)Cc2cc(NC(=O)Cc3ccccc3)ccc2O[C@@H]1CN(C)Cc1ccncc1
  NSD2 block: -3
C[C@H]1CN([C@@H](C)CO)C(=O)Cc2cc(NC(=O)CCCCCC(=O)Nc3ccccc3N)ccc2O[C@H]1CN(C)Cc1ccncc1
  NSD2 block: -5
COc1c(OC)c2c(C)cccc2oc1=O
  NSD2 block: 13
Cc1noc(C)c1NC(=O)N(C)C[C@@H]1Oc2ccc(NS(=O)(=O)c3c(C)noc3C)cc2C(=O)N([C@@H](C)CO)C[C@H]1C
  NSD2 block: 6
C[C@@H]1CN([C@@H](C)CO)S(=O)(=O)c2ccc(/C=C/c3ccccc3)cc2O[C@@H]1CN(C)C(=O)c1ccc2c(c1)OCO2
  NSD2 block: -1
COc1ccc(-c2cnc3c(c2)C(=O)N([C@H](C)CO)C[C@H](C)[C@@H](CN(C)C(=O)CN(C)C)O3)cc1
  NSD2 block: 1
Cc1noc(C)c1NC(=O)Nc1ccc2c(c1)C(=O)N([C@H](C)CO)C[C@@H](C)[C@@H](CN(C)Cc1ccc3c(c1)OCO3)OCCCC[C@H](C)O2
  NSD2 block: -3
C[C@H](CO)N1C[C@H](C)[C@H](CN(C)Cc2ccc(Oc3ccccc3)cc2)Oc2ccc(NC(=O)Nc3ccc(C(F)(F)F)cc3)cc2CC1=O
  NSD2 block: -2
C[C@@H]1CN([C@H](C)CO)C(=O)c2cccc(NS(=O)(=O)c3ccc(Cl)cc3)c2O[C@H]1CN(C)S(=O)(=O)c1ccccc1
  NSD2 block: 2
Cc1noc(C)c1S(=O)(=O)N(C)C[C@@H]1OCCCC[C@@H](C)Oc2ccc(NC(=O)C3CCCCC3)cc2C(=O)N([C@H](C)CO)C[C@H]1C
  NSD2 block: -5
C[C@@H]1CCCCO[C@@H](CN(C)C(=O)Nc2ccc(C(F)(F)F)cc2)[C@H](C)CN([C@H](C)CO)C(=O)c2cc(NC(=O)c3ccncc3)ccc2O1
  NSD2 block: 4
COc1ccc(S(=O)(=O)N(C)C[C@H]2Oc3ccc(NS(C)(=O)=O)cc3CC(=O)N([C@H](C)CO)C[C@H]2C)cc1
  NSD2 block: 4
C[C@H](CO)N1C[C@H](C)[C@H](CN(C)S(=O)(=O)c2ccc(Cl)cc2)Oc2ccc(NC(=O)NC3CCCCC3)cc2CC1=O
  NSD2 block: -1
C[C@H](CO)N1C[C@H](C)[C@@H](CN(C)C(=O)Nc2ccc(C(F)(F)F)cc2)Oc2ccc(NS(=O)(=O)c3ccc(F)cc3)cc2C1=O
  NSD2 block: 7
C[C@H]1CN([C@@H](C)CO)S(=O)(=O)c2ccc(-c3cccc(F)c3)cc2O[C@H]1CN(C)C(=O)Nc1cc(F)ccc1F
  NSD2 block: 8
C[C@@H]1CN([C@H](C)CO)C(=O)c2cccc(NC(=O)C3CCOCC3)c2O[C@@H]1CN(C)Cc1ccccc1
  NSD2 block: -26
C[C@H](CO)N1C[C@H](C)[C@H](CN(C)S(=O)(=O)c2cn(C)cn2)OCc2ccccc2-c2c(n(C)c3ccccc23)C1=O
  NSD2 block: 3
CC(C)NC(=O)Nc1ccc2c(c1)C(=O)N([C@@H](C)CO)C[C@H](C)[C@H](CN(C)C(=O)Nc1ccc(F)cc1)O2
  NSD2 block: 1
COc1ccc(S(=O)(=O)Nc2ccc3c(c2)CC(=O)N([C@@H](C)CO)C[C@@H](C)[C@H](CN(C)CC2CC2)O3)cc1
  NSD2 block: 15
C[C@H](CO)N1C[C@H](C)[C@@H](CN(C)S(=O)(=O)c2ccc(Cl)cc2)OCCCC[C@H](C)Oc2ccc(NS(=O)(=O)c3cn(C)cn3)cc2C1=O
  NSD2 block: 2
COc1ccc(NC(=O)Nc2ccc3c(c2)C(=O)N([C@@H](C)CO)C[C@H](C)[C@H](CN(C)Cc2ccc(C(F)(F)F)cc2)O3)cc1
  NSD2 block: -8

Another view of some results above:
NSD2 block,canonical_smiles
3,C[C@H](CO)N1C[C@H](C)[C@H](CN(C)S(=O)(=O)c2cn(C)cn2)OCc2ccccc2-c2c(n(C)c3ccccc23)C1=O
-9,C[C@@H]1CN([C@H](C)CO)C(=O)c2cc(NC(=O)Cc3cn(C)c4ccccc34)ccc2O[C@H]1CN(C)CC1CCCCC1
2,C[C@H](CO)N1C[C@H](C)[C@@H](CN(C)S(=O)(=O)c2ccc(Cl)cc2)OCCCC[C@H](C)Oc2ccc(NS(=O)(=O)c3cn(C)cn3)cc2C1=O

Only part of the results is shown; the hit share may differ from the screen's.
